# Assay outcomes as filed in PubChem BioAssay.
# PAFAH1B2 FP inh – PAFAH1B2 enzyme inhibitors, primary screen, biochemical, fluorescence polarization, human; recombinant PAFAH1B2, FP-rhodamine activity probe; inhibition, % at 3.39 µM; Platelet-activating factor acetylhydrolase IB subunit alpha2 (Homo sapiens), P68402; 340,000 compounds, 1.2% hits;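 active means inhibition above the mean of all tested compounds plus 3 SD, cut at about 24% in these data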;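 further: 0% = enzyme with DMSO and 100% = wells lacking PAFAH1B2; many of its hits are not listed in these tables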
# Fam108B counter – mouse Fam108B serine hydrolase inhibitors, primary screen, counter-screen for RBBP9 inhibitor project, biochemical, fluorescence polarization; recombinant Fam108B, FP-Rh probe fluorescence polarization; inhibition, % at 9.51 µM; 300,000 compounds, 0.33% hits; AID 1947, 2009;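 active means inhibition above the screen mean inhibition plus 3 SD, computed separately per campaign, cut at about 18% in these data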;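 further: inhibitors lower polarization as less probe binds the enzyme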
# MEX-5 binding – MEX-5 zinc finger RNA-binding disruptors – biochemical, C. elegans, fluorescence polarization, MLPCN library, primary screen | activity score (negative = inhibition of binding), % at 10 µM | MEX-5/FITC-TCR2 RNA binding; active compounds read low | 300,000 compounds, 0.38% hits | AID 1832, 2009;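 active means inhibition past about -25% in most replicates, and total fluorescence under double the plate's negative control median, limit read from the data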;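 further: 0% = DMSO and -100% = 5 µM competing unlabeled TCR2 RNA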
# GLD-1 RNA inh – GLD-1/TGE RNA complex disruptors, primary screen, biochemical, fluorescence polarization. purified GLD-1 + fluorescein TGE RNA. inhibition, % at 5.96 µM. 320,000 compounds, 0.44% hits. AID 2280, 2010;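 active means percent inhibition above a per-plate cutoff, the plate mean of test compounds plus 3 SD, cut at about 30% in these data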;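 further: 0% = DMSO wells with GLD-1 and probe and 100% = wells lacking GLD-1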
# AHR activator – AHR activators, primary screen, cell-based, luminescence, luciferase reporter, human. AHR-responsive luciferase reporter cells. AID 2796, 2010. 320,000 compounds, 2.5% hits. activation, % at 5 µM; in the data active means activation above about 47%;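 further: 0% = vehicle wells and 100% = reference agonist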
# MCL1-BIM inh – inhibitors of MCL1 binding to BIM-BH3, primary screen, biochemical, fluorescence polarization | Induced myeloid leukemia cell differentiation protein Mcl-1 (Homo sapiens), Q07820 | GST-MCL1 / FITC-Bim-BH3 fluorescence polarization | inhibition, % at 10.9 µM | 320,000 compounds, 0.68% hits;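 active means inhibition above the mean inhibition of all tested compounds plus 3 SD, set per campaign, cut at about 40% in these data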;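 further: 0% = DMSO wells and 100% = unlabeled Bim-BH3 peptide control; higher means more loss of mP so more displacement of Bim peptide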
# Target sequence (Q07820 whole entry, looked up): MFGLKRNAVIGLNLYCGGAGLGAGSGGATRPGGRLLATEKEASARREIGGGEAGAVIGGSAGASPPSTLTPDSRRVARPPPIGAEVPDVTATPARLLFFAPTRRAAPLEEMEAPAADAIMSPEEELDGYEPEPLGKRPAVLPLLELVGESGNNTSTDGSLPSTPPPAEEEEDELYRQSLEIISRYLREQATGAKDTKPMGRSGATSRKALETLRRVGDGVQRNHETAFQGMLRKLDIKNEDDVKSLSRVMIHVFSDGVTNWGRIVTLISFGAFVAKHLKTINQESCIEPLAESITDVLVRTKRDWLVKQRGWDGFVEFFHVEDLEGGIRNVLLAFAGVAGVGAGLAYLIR
# pPAFAH FP inh – pPAFAH enzyme inhibitors, primary screen, biochemical, fluorescence polarization, human; 330,000 compounds, 1.5% hits; Platelet-activating factor acetylhydrolase (Homo sapiens), Q13093; recombinant pPAFAH, FP-rhodamine probe fluorescence polarization; inhibition, % at 3.39 µM;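 active means inhibition above the mean inhibition across the screen plus 3 SD, cut at about 25% in these data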;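 further: inhibitors block binding of the rhodamine activity-based probe so polarization drops; 0% = enzyme with DMSO and 100% = wells lacking pPAFAH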
# BCLXL inh – inhibitors of human Bcl-xL, primary screen, biochemical, fluorescence polarization, HTS. Bcl-2-like protein 1 (Homo sapiens), Q07817. GST-Bcl-xL / FITC-Bim BH3 peptide fluorescence polarization. inhibition, % at 10.9 µM. 320,000 compounds, 0.7% hits;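 active means inhibition above the mean of all tested compounds plus 3 SD, cutoff set per campaign, cut at about 30% in these data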;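 further: 0% = DMSO wells and 100% = unlabeled Bim-BH3 peptide competitor; inhibitors lower millipolarization by displacing the labeled peptide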
# Target sequence (Q07817 whole entry, looked up): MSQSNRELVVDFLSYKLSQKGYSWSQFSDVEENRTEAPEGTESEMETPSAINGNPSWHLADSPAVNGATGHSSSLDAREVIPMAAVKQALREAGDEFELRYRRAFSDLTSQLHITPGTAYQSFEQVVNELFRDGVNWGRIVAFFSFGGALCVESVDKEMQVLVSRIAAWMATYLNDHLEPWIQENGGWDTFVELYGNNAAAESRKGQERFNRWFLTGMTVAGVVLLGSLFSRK
# PME-1 primary – PME-1 inhibitors via competitive probe labeling, primary screen, biochemical, fluorescence polarization, FP-Rh probe, HTS; recombinant PME-1; inhibition, % at 5.9 µM; 320,000 compounds, 0.53% hits;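 active means inhibition above the campaign mean of all compounds plus 3 SD, cut at about 26% in these data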;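 further: competitive labeling of PME-1 active site by serine hydrolase directed probe; 0% = PME-1 with DMSO and 100% = wells lacking PME-1 enzyme; inhibitors block probe labeling so polarization falls and inhibition rises; many of its hits are not listed in these tables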
# Target sequence (Q9Y570 whole entry, looked up): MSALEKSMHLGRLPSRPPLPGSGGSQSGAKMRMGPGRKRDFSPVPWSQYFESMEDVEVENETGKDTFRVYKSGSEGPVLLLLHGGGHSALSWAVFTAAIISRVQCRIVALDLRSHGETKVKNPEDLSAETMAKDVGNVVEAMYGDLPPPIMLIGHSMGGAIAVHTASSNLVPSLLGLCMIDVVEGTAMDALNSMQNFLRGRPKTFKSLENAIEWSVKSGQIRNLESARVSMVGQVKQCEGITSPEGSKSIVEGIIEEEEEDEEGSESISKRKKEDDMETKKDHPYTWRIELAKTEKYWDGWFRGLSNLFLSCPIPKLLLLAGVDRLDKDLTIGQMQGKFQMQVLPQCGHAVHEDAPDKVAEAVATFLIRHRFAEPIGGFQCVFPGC
# * = called active by the depositor; . = not tested or not shown; & = joins results of further samples.
structure	MCL1-BIM inh	PAFAH1B2 FP inh	PME-1 primary	pPAFAH FP inh	MEX-5 binding	Fam108B counter	GLD-1 RNA inh	BCLXL inh	AHR activator
Nc1nc2ccc(OC(F)(F)F)cc2s1	8&-2	2	-1&1	2&-1	2.1&-1.4	-4&1	1&2	3&-4	16&14
O=C(Nc1cccc(F)c1)NC1CC2CCCC(C1)N2C1CC1 (stereo unspecified)	-3	-4	2	2	2.1	-1	9	3	3
CCC(C(=O)Nc1cc(C)nn1-c1nc(C)cc(C)n1)c1ccccc1 (stereo unspecified)	6	3	1	6	-1.2	-1	-4	5	1
CCO[C@@H]1OC(C(=O)NCc2ccccc2)=C[C@H](C)[C@H]1CCCO	3	1	3	9	1.0	-3	17	-1	5
CC(=O)C1C(c2cccc(Oc3ccccc3)c2)NC(=O)NC1(O)C(F)(F)F (stereo unspecified)	4	16	1	3	1.2	2	7	5	2
O=C(Cn1nnc(-c2ccccc2NC(=O)C2CC2)n1)NC1CCCCC1	2	7	0	2	2.4	3	3	-2	3
CCOc1ccc(N(C)S(=O)(=O)c2c[nH]c(C(=O)OC)c2)cc1	-12	1	2	6	0.6	-2	-2	4	0
COc1ccc(C(C(=O)NC2CCCC2)N(C(=O)c2snc(-c3ccc(F)cc3)c2N)c2ccccc2)cc1 (stereo unspecified)	3	0	-6	2	1.5	-4	4	2	-1
Cc1cccc(C2CC(c3ccccc3)Nc3ncnn32)c1 (stereo unspecified)	-4	10	-2	4	3.5	-2	-4	1	1
CCn1c(SCC(=O)Nc2cccc(O)c2)nc2c1c(=O)n(C)c(=O)n2C	-2	2	-2	-3	1.0	2	3	-1	0
O=C(COc1ccc(F)cc1)N(Cc1cccc(Br)c1)C1CCS(=O)(=O)C1 (stereo unspecified)	3	4	4	1	2.1	-1	6	11	7
O=C(OCCN=C1NS(=O)(=O)c2ccccc21)c1cccnc1	7	-4	1	5	0.3	1	2	4	0
CCOC(=O)c1ccc(NNC(C)=O)c([N+](=O)[O-])c1	6	0	3	5	0.8	1	6	3	4
Cn1ccc(C(=O)N/N=C/c2ccccc2[N+](=O)[O-])n1	-3	6	-1	-5	1.0	-1	6	-1	8
CCC(=O)NCCCOc1ccccc1	3	0	4	-3	-2.0	3	1	-1	0
O=C(c1cccc(Br)c1)c1conc1C(=O)c1ccco1	5	2	0	0	-1.2	-4	6	3	-1
COc1ccc(C2CC(c3ccc(C)cc3)=NN2C(=O)c2ccccc2)cc1 (stereo unspecified)	2	4	1	0	1.0	-1	0	3	2
Brc1cccc(CNc2nc3ccccc3n2CCN2CCOCC2)c1	2	3	4	2	2.5	-1	4	1	3
CN1C(=O)C(C)(C)c2cc(S(=O)(=O)NCc3ccc(C(=O)NCc4ccco4)cc3)ccc21	3	1	7	-3	-0.9	4	-1	4	0
CCOC(=O)/C(=N\Nc1ccc(Cl)cc1)c1csc(Nc2ccccc2)n1	-8	-1	29*	17	-4.7	21*	-13	-7	20
Cc1nnc(SCC(=O)Nc2ccc(Cl)cn2)[nH]c1=O	6	10	-4	2	-1.1	-5	0	-2	3
CC1CCN(C(=O)/C=C/c2ccc(C(C)(C)C)cc2)CC1	-5	8	3	14	-1.4	1	2	-1	5
COc1ccccc1CNC(=O)c1c(-c2ccccc2)nn(-c2ccccc2)c1C	2	-6	2	8	-2.7	2	-6	1	1
CC(C)N1CC(COc2ccc(Br)cc2)OC1=O (stereo unspecified)	2	5	-6	15	3.0	6	8	1	5
COC(=O)c1cscc1S(=O)(=O)Cc1ccccc1	3	-3	-4	9	0.8	7	-3	3	0
COc1ccccc1Nc1nc(N)nc(CSc2nccc(C)n2)n1	4	5	6	0	-2.3	3	-2	2	47
COc1ccccc1NC(=O)c1ccc(NC(=O)CN2CCN(C(=O)c3ccco3)CC2)cc1	-2	1	2	-2	2.2	-3	4	-5	0
CCCC(C(=O)Nc1ccc(S(=O)(=O)Nc2ncccn2)cc1)c1ccccc1 (stereo unspecified)	-11	15	-2	3	-1.3	-3	-2	1	-1
Cc1cc(C)cc(NC(=O)CCn2ccnc2)c1	28	0	-3	1	0.2	-2	1	-1	22
O=C(CN1CCCCCC1)Nc1ccccc1[N+](=O)[O-]	2	6	-1	1	-0.8	4	4	5	-4

# 2 consecutive entries already listed:
structure	MCL1-BIM inh	PAFAH1B2 FP inh	PME-1 primary	pPAFAH FP inh	MEX-5 binding	Fam108B counter	GLD-1 RNA inh	BCLXL inh	AHR activator
Nc1nc2ccc(OC(F)(F)F)cc2s1	8&-2	2	-1&1	2&-1	2.1&-1.4	-4&1	1&2	3&-4	16&14
O=C(Nc1cccc(F)c1)NC1CC2CCCC(C1)N2C1CC1 (stereo unspecified)	-3	-4	2	2	2.1	-1	9	3	3

# (further entries)
structure	MCL1-BIM inh	PAFAH1B2 FP inh	PME-1 primary	pPAFAH FP inh	MEX-5 binding	Fam108B counter	GLD-1 RNA inh	BCLXL inh	AHR activator
COc1cc(CC(=O)OCC(=O)Nc2cc([N+](=O)[O-])ccc2Cl)cc(OC)c1OC	0	-1	-1	2	1.5	-1	-2	3	3
COc1ccccc1NS(=O)(=O)c1ccc(Cl)cc1	-4	6	9	-2	-0.3	2	2	2	1
Cc1nc(C(C)(C)O)n(-c2ccccc2)n1	-4	0	3	2	0.1	1	4	4	0
Fc1ccc(-c2ccc(CNCc3ccccn3)o2)cc1	5	0	-1	-3	-0.5	-9	-1	6	-2
O=C(C[n+]1ccccc1)N/N=C/c1ccc(C(=O)O)cc1	-5	4	-4	2	.	.	6	3	-1
CCOc1ccc(S(=O)(=O)N2CCC(C(=O)NCCN3CCOCC3)CC2)cc1C	3	7	1	3	0.3	3	4	7	-1
CCCc1cc(C(=O)NNC(=S)NCc2ccccc2)cs1	1	5	6	-1	-0.8	-2	1	4	0
Cc1c(N2C(=O)C3C4C=CC(C5CC45)C3C2=O)c(=O)n(-c2ccccc2)n1C (stereo unspecified)	6	7	4	-6	-0.1	1	5	7	-1
O=[N+]([O-])c1ccc(SCc2ccco2)cc1N1CCOCC1	1	5	5	3	0.3	0	-1	6	10
Cc1cc(C)cc(C(=O)NC(CC(N)=O)c2ccc(N3CCCCCC3)c([N+](=O)[O-])c2)c1 (stereo unspecified)	9	-5	-7	0	2.4	-1	1	4	4
O=C(CN(c1ccc(Br)cc1)S(=O)(=O)c1ccc(Cl)c([N+](=O)[O-])c1)NCCc1ccccc1	-8	-3	1	4	3.1	4	-1	-1	1
CCCC(=O)Nc1ccc2c(c1)C(=O)NC2=O	3	-6	-5	1	4.9	0	-1	0	-3
Cc1ccc(S(=O)(=O)C2C(=O)N(C)C3(C)CC2c2ccccc2O3)cc1 (stereo unspecified)	3	0	-7	-3	0.1	-6	2	2	3
Cc1cccc(C)c1C(OCCN(C)C)C1CCCCC1 (stereo unspecified)	13	2	0	-1	0.0	-2	-3	6	-3
CCCOC1CCCN(C(=O)CCc2nnc(CCCCc3ccccc3)o2)C1 (stereo unspecified)	-8	6	-4	3	0.4	1	-2	-2	4
O=C(NCC(c1ccc(F)cc1)N1CCOCC1)c1ccc([N+](=O)[O-])o1 (stereo unspecified)	.	3	.	-3	.	.	0	.	2
CC1CCCN(CCOc2ccc3ccccc3c2Br)C1 (stereo unspecified)	-3	4	-1	0	0.9	-2	-7	4	8
Cc1ccccc1N=C1SC(CC(=O)Nc2ccc3ccccc3c2)C(=O)N1Cc1ccccn1 (stereo unspecified)	4	-28	-69	-18	-0.6	-41	9	6	15
Cc1ccc(C(=O)c2cc([N+](=O)[O-])ccc2N2CCCCC2)cc1C	3	3	-1	4	-0.8	-2	2	2	-2
CC1CCC(NC(=O)c2nc(Cn3ccc([N+](=O)[O-])n3)no2)CC1 (stereo unspecified)	2	8	-4	4	1.0	1	-2	6	0
Cc1ccc(S(=O)(=O)N2CCCCC2)cc1NC(=O)CCOc1ccccc1	-4	1	6	5	0.4	8	-4	-1	2
CC(=O)Nc1ccc(S(=O)(=O)N2CCC(C(=O)N[C@@H](Cc3ccccc3)C(=O)O)CC2)cc1	-4	3	-7	5	4.1	1	2	-2	3
Cc1ccc(NC(=O)CN(C)S(=O)(=O)c2ccc3c(c2)n(C)c(=O)c(=O)n3C)c(C)c1	-7	4	3	-1	-0.7	0	-2	6	-1
O=C(CSc1nnnn1C1CCCC1)NCc1cccs1	2	-1	2	-4	-2.0	2	1	7	1
COc1ccc(C/C(C)=N/NC(=S)Nc2ccc(Cl)cc2)cc1	4	3	7	3	0.6	0	5	-3	32
Cc1ccc(S(=O)(=O)Nc2cccc(C(=O)N3CCOCC3)c2)cc1	-9	-2	-5	-2	-0.7	-3	-1	0	1
CCN(C(=O)CN1CCN(Cc2ccccc2)CC1)c1c(N)n(Cc2ccccc2)c(=O)[nH]c1=O	1	-1	0	-1	-0.8	-1	6	2	2
CC(OC(=O)c1ccc(-c2ccc(O)cc2)cc1)C(=O)NC1CCCCC1C (stereo unspecified)	4	0	-2	-9	-1.1	-2	-4	0	0
Cc1ccc(N2C(=O)CC(C3CCCO3)C2=O)cc1 (stereo unspecified)	-7	0	0	-2	-0.3	-4	0	2	0
O=C(/C=C/c1c[nH]c2ccccc12)c1cccc2ccccc12	-9	5	1	9	3.1	1	-7	-4	68*
CCC(C)(C)NC(=O)CN(Cc1cccs1)C(=O)C(=O)Nc1ccc2c(c1)OCCO2	5	-4	-6	3	2.0	2	-7	8	1
C=CCNCCOc1c(C)cc(C)cc1Cl	9	-4	-6	3	2.5	1	-2	7	3
CCCCCc1nnc(NC(=O)c2ccc(N3CCCC3=O)cc2)s1	-2	6	-1	4	0.9	-2	-2	-5	6
CCN(CC(=O)NC1CCCC1)S(=O)(=O)c1ccc(Br)cc1	1	-2	2	-6	0.2	-5	6	4	7
Cc1noc(C)c1S(=O)(=O)N1CCN(S(=O)(=O)c2ccccc2C#N)CC1	3	2	0	-1	0.5	-3	-1	4	4
COc1ccc([N+](=O)[O-])cc1NC(=O)C(C)N1CCCC1 (stereo unspecified)	-1	1	-3	20	1.3	-1	-1	-5	3
COc1ccc(OCCCC(=O)NC(C)c2ccccc2)cc1 (stereo unspecified)	0	2	-6	2	1.1	2	3	4	0
Cc1cc(-c2nnc(SCC(=O)Nc3ccc(C)c(C)c3)n2N)n[nH]1	-4	1	5	7	1.3	3	6	-2	11
O=C(Nc1ccccc1C(=O)N1CCCC1)C1COc2ccccc2O1 (stereo unspecified)	20	1	-1	8	0.3	1	-1	8	1
O=C(Nc1nc2ccccc2s1)c1cc(-c2ccco2)nc2ccccc12	16	-4	-17	2	-2.5	-21	-7	9	56*
CCC(CC)C(=O)N1c2ccc(F)cc2CCC1C (stereo unspecified)	0	8	-3	-2	1.8	-1	-1	6	0

# Not all compounds are listed, so the mix of outcomes need not match the whole.
